NCI-60 one-dose screen, 48 h, at 10 µM unless noted. Numbers give growth in % (100 = growth as untreated, 0 = no growth, -100 = all killed).
UACC-62 = UACC-62 melanoma; actives 5.4% (n = 81,000)
SK-MEL-2 = SK-MEL-2 melanoma; actives 4.7% (n = 77,000)
HS 578T = HS 578T breast cancer; actives 4.1% (n = 78,000)
UACC-257 = UACC-257 melanoma; actives 4.4% (n = 78,000); AID 1794764
LOX IMVI = LOX IMVI melanoma; actives 7.4% (n = 79,000); AID 1794757
MALME-3M = MALME-3M melanoma | actives 5.8% (n = 78,000) | AID 1794766
BT-549 = BT-549 breast cancer | actives 4.4% (n = 78,000) | AID 1794793
T-47D = T-47D breast cancer; actives 5% (n = 79,000)
The depositor's hits bear a star; . = no result given; ! = not active in a repeat. How the source made its calls: active means growth percent below 10; inactive means the rest.

SMILES	UACC-62	SK-MEL-2	HS 578T	UACC-257	LOX IMVI	MALME-3M	BT-549	T-47D
OCC(O)C(O)CC1SCCS1 (configuration not stated)	98	107	106	105	92	101	102	97
Cc1ccc(-c2ccc(-c3ccccc3N)c3[nH]c4ccccc4c23)cc1	64	84	84	98	81	91	80	57
NC(=O)C1=C(N)c2ccccc2C1c1ccccc1 (configuration not stated)	104	104	107	103	106	.	99	.
Cc1cn(-c2cc(NC(=O)c3cccc(C#Cc4cccc5[nH]nc(N)c45)c3)cc(C(F)(F)F)c2)cn1	5.8*	23	31	41	7.0*	12	30	39
O=C(c1nn(-c2ccccc2)c2c1CC(NCc1ccc(F)cc1)CC2)N1CCCCC1 (configuration not stated)	110	103	107	101	99	102	85	94
CC[C@H](C)[C@@H]1NC(=O)[C@H](Cc2ccc(O)cc2)N(C)C(=O)[C@H](Cc2ccccc2)NC(=O)CN(C)C(=O)[C@@H]2CCCN2C(=O)[C@@H](Cc2ccccc2)N(C)C(=O)[C@H](CC(C)C)NC1=O	-29*	-50*	-12*	-1.0*	-19*	-25*	70	0.8*
COc1ccc(Nc2ccc(NC(=O)c3ccc([N+](=O)[O-])cc3)cn2)cc1	90	106	90	97	92	104	96	75
CCCCN(CCCC)CCCNc1c2c(nc3ccccc13)CCCC2	.	122	109	104	92	.	107	103
O=C(O)c1ccc(-n2cc(CNc3ccc(OC(F)(F)F)c(C(F)(F)F)c3)c(-c3ccc(F)cc3)n2)cc1	81	96	105	112	112	95	123	86
O=[N+]([O-])c1ccc(N/N=C/C2CCCCCC2)c([N+](=O)[O-])c1	81	105	97	97	89	98	91	84
CCOc1ccc([N+](=O)[O-])cc1[N+](=O)[O-]	102	120	103	122	98	124	97	100
CS(=O)(=O)c1ccc(C(F)(F)F)cc1NC(=O)Nc1cnc(Oc2ccc(-c3cc(Cl)cnc3N)cc2)nc1	.	53	50	56	42	75	66	26
CCOC(=O)c1cc(-c2nc3ccccc3s2)c(=O)n(NS(=O)(=O)c2ccc(C)cc2)c1N	91	98	106	105	102	119	107	89
N#CN1C2CCC1CC(O)(c1ccccc1)C2 (configuration not stated)	102	106	113	.	100	101	98	99
COc1ccc(C(=O)/C=C/C(=O)O)cc1	102	124	107	.	94	116	110	107
COc1cc(/C=C/C(O)=C2/C(=O)CC(C)OC2=O)cc2c1OCO2 (configuration not stated)	93	106	99	85	95	92	103	94
Cc1ccc(S(=O)(=O)Nc2ccc3nc(NC(=O)c4ccco4)sc3c2)cc1	93	102	88	108	96	96	95	58
Cc1ccc(C)c(N2CCN(c3ccncc3N)CC2)c1	70	60	81	85	84	70	56	29
N#Cc1cccc(C2C3=C(COC3=O)N(CCO)c3cc4c(cc32)OCO4)c1 (configuration not stated)	43	27	20	55	36	50	39	21
CC(O)c1cnc(/C=C2\SC(=S)N(Cc3ccco3)C2=O)s1 (configuration not stated)	76	97	105	91	21	90	99	82
O=c1[nH]c(=O)n(C2CC(O)C(CO)O2)cc1CO (configuration not stated)	79	54	.	103	96	90	82	88
CC(C)=CCC[C@](C)(O)[C@H]1CC[C@]2(C)[C@@H]1CC[C@@H]1[C@@]3(C)Cc4cn(-c5ccccc5)nc4C(C)(C)[C@@H]3CC[C@]12C	78	98	95	93	87	84	92	79
C[C@H](O)[C@H]1CC[C@H]2[C@@H]3CC[C@@H]4C[C@H](O)CC[C@]4(C)[C@H]3CC[C@]12C	97	83	106	99	102	89	102	102
Nc1c(S(=O)(=O)O)ccc2ccccc12	104	96	104	95	90	94	.	98
FC(F)(F)c1cc2c(Cl)ncnc2n1CCN1CCOCC1	65	48	96	76	-13*	88	61	96
Cc1cc(N)nc2ccccc12	92	104	99	104	97	99	111	103
O=C(Nc1ccc2ccccc2c1)c1cc2ccccc2cc1O	72	79	105	86	94	58	82	83
CC1(C)CC[C@]2(C(=O)NCCNCCN)CC[C@]3(C)C(=CC[C@@H]4[C@@]5(C)CCC(=O)C(C)(C)[C@@H]5CC[C@]43C)[C@@H]2C1	-89*	82	79	93	.	-65*	84	-71*
CN(C)c1ccc(C(O)(c2ccc(N(C)C)cc2)c2ccc(N(C)C)cc2)cc1	78	96	95	99	92	104	95	64
CC(=O)OCC1CC(COC(C)=O)C(COC(C)=O)CC1COC(C)=O (configuration not stated)	96	90	115	100	90	106	123	103

Overlap with the part before: 2 compounds, then new ones.
SMILES	UACC-62	SK-MEL-2	HS 578T	UACC-257	LOX IMVI	MALME-3M	BT-549	T-47D
CN(C)c1ccc(C(O)(c2ccc(N(C)C)cc2)c2ccc(N(C)C)cc2)cc1	78	96	95	99	92	104	95	64
CC(=O)OCC1CC(COC(C)=O)C(COC(C)=O)CC1COC(C)=O (configuration not stated)	96	90	115	100	90	106	123	103
CC(C)(C)C1=CCN(C(C)(C)/C=N\O)CC1	108	.	110	98	96	89	100	92
Cc1ccc(CSC2=C(Cl)CN(c3ccccc3)C2=O)cc1	93	109	105	108	78	100	106	102
O=C1Nc2ccccc2/C1=C\c1nc(-c2ccc(F)cc2)n2ccccc12	91	118	90	108	78	106	118	72
COC(=O)[C@]12CC[C@@H](C)[C@H](C)[C@@H]1C1=CC[C@@H]3[C@@]4(C)C[C@@H](OC(=O)c5ccco5)[C@H](O)[C@@](C)(CO)[C@@H]4[C@H](O)C[C@@]3(C)[C@]1(C)CC2	.	-78*	-40*	.	-99*	-73*	-68*	-68*
Cn1cc(-c2csc(-c3cn(C(=O)OC(C)(C)C)c4ccc(Cl)cc34)n2)c2cccnc21	88	107	103	130	.	.	117	91
NC1=C(O)C(=O)C(c2ccccc2)O1 (configuration not stated)	102	102	107	102	98	.	111	99
CCCCN(C)c1nc2c(c(C#N)c1C#N)CCCCC2	69	100	82	102	87	103	104	86
Cc1ccc2oc(=O)cc(CSc3nnc(SCc4cc(=O)oc5ccc(C)cc45)s3)c2c1	97	88	98	97	94	101	99	93
Cc1cc(N2CCN(CCNc3ccnc4cc(Cl)ccc34)CC2)nc(N2CCOCC2)n1	60	84	86	54	14	60	74	56
CCc1ccccc1-n1c(N)c(C#N)c(-c2ccc(OC)c(OC)c2)c(C#N)c1=O	105	108	116	128	104	103	109	102
COc1cc(/C=C/C(=O)c2c(C)nc3ccccc3c2/C=C/c2ccccc2)cc(OC)c1OC	10	-6.8*	25	42	-87*	36	6.8*	13
COc1cc(Nc2nc3ccccc3cc2C(=O)Nc2ccc(F)c(F)c2)cc(OC)c1OC	13	48	61	52	18	52	56	9.2*
CC(C)c1ccc(C(C)(C)O)cc1	94	105	103	96	96	142	106	98
CC(C)N=C1CCCC1C(=S)SSC(=S)C1CCCC1=NC(C)C (configuration not stated)	75	95	76	70	51	54	82	47
CC[C@H](CC[C@@H](C)[C@H]1CC[C@H]2[C@@H]3CC(=O)C4=CC(=O)/C(=C/c5ccco5)C[C@]4(C)[C@H]3CC[C@]12C)C(C)C	89	108	113	116	105	94	104	87
CC1CCS(=O)(=O)C1 (configuration not stated)	98	106	99	97	98	109	107	106
O=C(OCc1ccccc1)c1ccc2c(c1)NC(=O)[C@@H]1CCCN21	97	87	105	95	91	96	92	92
C=CCN1C(=O)C2CCCCC2C1=O (configuration not stated)	103	114	118	116	114	120	111	105
C=C1C(=O)O[C@H]2[C@H]1CC/C(COC(=O)OC/C1=C/CC[C@@]3(C)O[C@H]3[C@H]3OC(=O)[C@@H](CN(C)C)[C@@H]3CC1)=C\CC[C@@]1(C)O[C@@H]21	-28*	27	57	-28*	-72*	-35*	-1.0*	-15*
COc1cc(C(=O)NNC(=O)c2ccc(NC(=O)CN=[N+]=[N-])cc2)cc(OC)c1OC	103	75	96	70	98	100	126	91
CCN(CC)CC(Cc1ccccc1)OC(=O)c1ccccc1 (configuration not stated)	99	125	99	90	91	104	109	98
CCCS(=O)(=O)OCCO[C@H]1Cc2cc3ccc(=O)oc3cc2OC1(C)C	98	107	111	101	106	106	102	105
CC1=NN(c2ccccc2)C(=O)/C1=C\N1CC(=O)NC1=S	97	108	.	91	98	.	107	97
COc1ccc(-c2nn(-c3cccc(Cl)c3)cc2-c2c(C#N)c(=O)n3[nH]c(-c4ccccc4)nc3c2C#N)cc1	99	89	101	110	88	.	84	74
COc1ccc2[nH]c(C(=O)OCc3ccc4c(Br)cc(Br)c(O)c4n3)cc2c1	-80*	-40*	-15*	-73*	-95*	-80*	-88*	-52*
CCOC(=O)C1=C(C)NC(SCc2cc(=O)oc3ccc(OC)cc23)=N[C@@H]1c1cccc2ccccc12	77	83	101	90	98	101	98	53
COc1cc2nc(SCc3n[nH]c(=S)n3C(=O)c3ccccc3)n(-c3ccc(Cl)cc3)c(=O)c2cc1OC	58	85	72	97	46	95	81	88
C/C=C/CC(C)C(O)[C@H](NC(=O)[C@@H]1CCCN1C(=O)[C@](C)(CC)NC(=O)CCCCCCCCC)C(=O)N[C@@](C)(CC)C(=O)N[C@@H](CCC(N)=O)C(=O)N[C@H](CCC(N)=O)C(=O)NC(C)(C)C(=O)NC(C)(C)C(=O)N[C@@H](CCC(N)=O)C(=O)N[C@H](CC(C)C)C(=O)N[C@H](CO)CC(C)C (some centres not stated)	-86*!	-50*!	-64*	-71*!	-87*!	-96*!	-72*	-23*!
CCN1CCN(C(=O)[C@]23CC[C@@H](C)[C@H](C)[C@@H]2C2=CC[C@@H]4[C@@]5(C)C/C(=C/c6ccco6)C(=O)C(C)(C)[C@@H]5CC[C@@]4(C)[C@]2(C)CC3)CC1	77	94	63	73	66	77	101	58
CCSc1nnc(Cc2ccc(OC)cc2)n1-c1ccc(C)cc1	100	98	104	104	97	103	.	.

An excerpt of these results, field by field.
COc1ccc(-c2nn(-c3cccc(Cl)c3)cc2-c2c(C#N)c(=O)n3[nH]c(-c4ccccc4)nc3c2C#N)cc1
  UACC-62: 99	SK-MEL-2: 89	HS 578T: 101	UACC-257: 110	LOX IMVI: 88	MALME-3M: .	BT-549: 84	T-47D: 74
COc1ccc2[nH]c(C(=O)OCc3ccc4c(Br)cc(Br)c(O)c4n3)cc2c1
  UACC-62: -80*	SK-MEL-2: -40*	HS 578T: -15*	UACC-257: -73*	LOX IMVI: -95*	MALME-3M: -80*	BT-549: -88*	T-47D: -52*
CCOC(=O)C1=C(C)NC(SCc2cc(=O)oc3ccc(OC)cc23)=N[C@@H]1c1cccc2ccccc12
  UACC-62: 77	SK-MEL-2: 83	HS 578T: 101	UACC-257: 90	LOX IMVI: 98	MALME-3M: 101	BT-549: 98	T-47D: 53
COc1cc2nc(SCc3n[nH]c(=S)n3C(=O)c3ccccc3)n(-c3ccc(Cl)cc3)c(=O)c2cc1OC
  UACC-62: 58	SK-MEL-2: 85	HS 578T: 72	UACC-257: 97	LOX IMVI: 46	MALME-3M: 95	BT-549: 81	T-47D: 88

Further records follow.
SMILES	UACC-62	SK-MEL-2	HS 578T	UACC-257	LOX IMVI	MALME-3M	BT-549	T-47D
C[C@@H](Nc1ncnc2ccc(-c3cnc(Cl)c(NS(C)(=O)=O)c3)cc12)c1ccccc1	36	54	27	61	40	59	.	9.4*
CN(C)CCNC(=O)c1cccn2c(=O)c3cc4ccccc4cc3nc12	-56*	-66*	-14*	.	1.1*	-45*	.	5.6*
CSc1ccc(NC(=O)Nc2ccccc2)cc1	97	94	107	.	100	94	93	78
Cc1cc(N(C)C)nc(Nc2ccc(NC(=O)Nc3ccccc3)cc2)n1	90	96	118	131	102	.	106	104
O=C1C(Cl)=C(Nc2ccc3c(c2NC2=C(Cl)C(=O)c4ccccc4C2=O)C(=O)c2ccccc2C3=O)C(=O)c2ccccc21	-63*	41	42	-20*	3.2*	-85*	42	10

5 successive entries out of the list so far:
SMILES	UACC-62	SK-MEL-2	HS 578T	UACC-257	LOX IMVI	MALME-3M	BT-549	T-47D
C/C=C/CC(C)C(O)[C@H](NC(=O)[C@@H]1CCCN1C(=O)[C@](C)(CC)NC(=O)CCCCCCCCC)C(=O)N[C@@](C)(CC)C(=O)N[C@@H](CCC(N)=O)C(=O)N[C@H](CCC(N)=O)C(=O)NC(C)(C)C(=O)NC(C)(C)C(=O)N[C@@H](CCC(N)=O)C(=O)N[C@H](CC(C)C)C(=O)N[C@H](CO)CC(C)C (some centres not stated)	-86*!	-50*!	-64*	-71*!	-87*!	-96*!	-72*	-23*!
CCN1CCN(C(=O)[C@]23CC[C@@H](C)[C@H](C)[C@@H]2C2=CC[C@@H]4[C@@]5(C)C/C(=C/c6ccco6)C(=O)C(C)(C)[C@@H]5CC[C@@]4(C)[C@]2(C)CC3)CC1	77	94	63	73	66	77	101	58
CCSc1nnc(Cc2ccc(OC)cc2)n1-c1ccc(C)cc1	100	98	104	104	97	103	.	.
C[C@@H](Nc1ncnc2ccc(-c3cnc(Cl)c(NS(C)(=O)=O)c3)cc12)c1ccccc1	36	54	27	61	40	59	.	9.4*
CN(C)CCNC(=O)c1cccn2c(=O)c3cc4ccccc4cc3nc12	-56*	-66*	-14*	.	1.1*	-45*	.	5.6*

Source: PubChem BioAssay
